TNAP inh hi DEA: blocks human TNAP under high phosphate acceptor concentration; purified TNAP, CDP-star luminescence, 1 M DEA; inhibition, % at 20 µM; 200,000 tested, 0.03% active;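 active = over 50% inhibition of tissue-nonspecific alkaline phosphatase at 20 µM in the single-dose screen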;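 note: plate controls were DMSO wells for no effect and EDTA-quenched wells as full inhibition for full effect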
FLuc act counter: affects firefly luciferase, flagging false hits in luciferase stimulation screens | P08659 | ATPlite luciferase biochemical, luminescence, 10 min; 0 = ATP-free wells, 1 = DMSO control | activation factor at 10 µM | 200,000 tested, under 10 active;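 active = luciferase activation factor, scaled between plate controls, of at least 2 with compound at 10 µM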
Target sequence (P08659 whole entry, looked up): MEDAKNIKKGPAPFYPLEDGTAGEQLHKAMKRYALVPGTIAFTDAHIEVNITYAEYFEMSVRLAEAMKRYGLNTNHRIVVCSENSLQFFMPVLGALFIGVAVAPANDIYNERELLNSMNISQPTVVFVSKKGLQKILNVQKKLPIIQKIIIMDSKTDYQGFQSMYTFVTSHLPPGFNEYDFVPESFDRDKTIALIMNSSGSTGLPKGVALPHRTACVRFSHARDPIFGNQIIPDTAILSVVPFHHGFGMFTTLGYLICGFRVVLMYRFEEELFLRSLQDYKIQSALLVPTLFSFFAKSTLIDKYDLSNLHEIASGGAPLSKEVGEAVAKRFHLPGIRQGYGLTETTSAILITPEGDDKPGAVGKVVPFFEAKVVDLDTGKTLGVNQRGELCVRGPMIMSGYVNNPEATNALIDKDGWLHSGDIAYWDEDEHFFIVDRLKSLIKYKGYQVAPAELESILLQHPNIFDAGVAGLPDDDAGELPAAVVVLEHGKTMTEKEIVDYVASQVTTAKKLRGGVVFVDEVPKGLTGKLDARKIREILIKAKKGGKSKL
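Material: Luciferase/luciferin reagent mix; Doses: test compounds dosed from 2 mM stocks in 100% DMSO; Schedule: 10 min incubation after luciferase reagent addition, room temperature; Measured by: luminescence from luciferase reaction; Read-out: luminescence gain marking luciferase activators.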
Diaph inh CS: diaphorase inhibition or chemical oxidation counter-screen. diaphorase resazurin-to-resorufin fluorescence, NADH, 16 min; bacterial (C. kluyveri) enzyme, not human. inhibition, % at 20 µM. 190,000 tested, 0.69% active. AID 1217;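 active = primary screen inhibition at 20 µM above a set limit, cut at about 50% in these data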;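 note: plate controls were DMSO with full reaction for no effect and wells lacking NADH for full effect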
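Detection: fluorescence of resorufin formed from resazurin, Ex 544/Em 590 nm; test system: Clostridium kluyveri diaphorase enzyme; amount: 0.14 U/mL diaphorase, enzyme working solution; times: 16-min room-temperature incubation before reading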
PMI act hi M6P: PMI (human) activation, high substrate; P34949; coupled PMI enzyme assay, resazurin fluorescence, 20 min; active compounds read high; 1 = untreated enzyme, 0 = substrate-free blank; activation factor at 20 µM; 190,000 tested, 0.34% active; AID 1216;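 active = activation factor of 2 or more at 20 µM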
Target sequence (P34949 whole entry, looked up): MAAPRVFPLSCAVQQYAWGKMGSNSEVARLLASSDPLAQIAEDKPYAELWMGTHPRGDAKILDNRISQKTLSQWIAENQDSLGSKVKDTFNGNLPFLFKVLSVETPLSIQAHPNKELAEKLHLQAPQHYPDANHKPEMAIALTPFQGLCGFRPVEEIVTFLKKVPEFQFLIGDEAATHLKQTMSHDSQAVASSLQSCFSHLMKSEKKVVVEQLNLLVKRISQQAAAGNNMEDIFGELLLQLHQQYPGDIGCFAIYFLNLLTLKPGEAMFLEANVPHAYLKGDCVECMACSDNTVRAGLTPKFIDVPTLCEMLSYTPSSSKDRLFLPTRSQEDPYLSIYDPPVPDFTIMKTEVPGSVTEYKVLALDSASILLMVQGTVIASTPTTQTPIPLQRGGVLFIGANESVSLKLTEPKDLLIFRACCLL
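Material: human phosphomannose isomerase with PGI, G6PDH, diaphorase coupling enzymes. Quantity: 15 ng/mL PMI. Medium: HEPES pH 7.4 buffer with MgCl2 and Tween-20. Reagent: Near-saturating mannose-6-phosphate, 1.0 mM. Compound: 20 µM single dose. Times: enzyme reaction with compound 20 min at room temperature. Detection: resorufin fluorescence at Ex 544/Em 590 nm.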
Efa HMGR inh: E. faecalis class II HMG-CoA reductase inhibition | purified E. faecalis HMGR, NADPH absorbance 340 nm kinetic | AID 1066 | inhibition, % at 10 µM | 190,000 tested, 0.41% active;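 active = inhibition above a set limit, the median over all tested compounds plus 3 SD, cut at about 9.5% in these data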;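 note: enzyme runs in reverse so mevalonate oxidation gives rising NADPH absorbance; 0% = complete reaction with DMSO and 100% = background rate lacking mevalonate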
TNAP inh no acc: TNAP (human) inhibition, acceptor-free conditions | purified TNAP, CDP-star luminescence, 30 min | inhibition, % at 20 µM | 200,000 tested, 0.26% active | AID 1012;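 active = tissue-nonspecific alkaline phosphatase inhibition above about 50% at 20 µM in the single-dose screen, limit read from the data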;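 note: 0% = DMSO negative control and 100% = EDTA positive control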
G6PDH CS: L. mesenteroides G6PDH inhibition counter-screen; Purified L. mesenteroides G6PDH, diaphorase/resazurin coupled fluorescence, 45 min; inhibition, % at 5 µM; 200,000 tested, 0.12% active; AID 1020; in the data active = inhibition above about 50%
PMI act: phosphomannose isomerase (human) activation; P34949; purified human PMI, coupled resazurin fluorescence, 20 min; active compounds read high; 1 = vehicle control, 0 substrate-free wells; 190,000 tested, 0.005% active; activation factor at 20 µM;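 active = activation factor of 2 or more at 20 µM, relative to plate controls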
TNAP act hiacc: TNAP (human) activation, high acceptor; activation factor at 20 µM; P05186; 200,000 tested, under 10 active; purified TNAP, CDP-star luminescence, 1 M DEA, 30 min; active compounds read high; 0 = EDTA background, 1 = DMSO-only activity;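 active = activation factor at least 2 at 20 µM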
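Control set: EDTA negative control, DMSO positive control / Assay system: human TNAP / Quantity: TNAP 1/800 final / Evaluation: TNAP activation factor scaled between EDTA and DMSO control wells / Measured by: luminescent substrate turnover signal / Compound dosing: one dose, 20 µM / Times: 30 min enzyme reaction at room temperature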
Diaph act CS: activates diaphorase or chemically reduces, flagging diaphorase assay artifacts | activation factor at 20 µM | Diaphorase/resazurin coupled assay, resorufin fluorescence, 16 min; active compounds read high; 1 = vehicle wells, 0 = NADH-free wells | 190,000 tested, 0.005% active | AID 1229;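 active = diaphorase activity raised at least twofold by the compound at 20 µM; inactive = activation factor below 2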
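Assay system: Purified diaphorase enzyme from Clostridium kluyveri | Amount: Enzyme 0.07 U/mL final | Dosing: Compound 20 µM once, DMSO 1% | Timing: 16 min reaction at room temperature | Detection: Fluorescence, excitation 544 nm and emission 590 nm | Evaluation: Higher resorufin formation from activation or reduction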
* = called active by the depositor; · = not tested or not shown.

SMILES	TNAP inh hi DEA	FLuc act counter	Diaph inh CS	PMI act hi M6P	Efa HMGR inh	TNAP inh no acc	G6PDH CS	PMI act	TNAP act hiacc	Diaph act CS
Cc1nc(C(=O)Nc2ccc(Cl)cc2)nn1-c1ccc([N+](=O)[O-])cc1	0	1	21	1	-3	-11	-51	1	1	0.8
CCOC(=O)c1nc(-c2ccccc2)oc1N(C)C	-7	1.1	13	1	3	-7	-3	0.9	1.1	0.9
CCC(C)Cn1c(C(C)O)nc2ccccc21 (stereo not drawn)	-4	1	13	0.9	-5	-7	14	0.9	1	0.9
Cc1ccc(Cl)cc1N1CCN(C(=O)Cc2c(C(=O)O)[nH]c3ccccc23)CC1	-3	1	23	0.9	2	-4	6	0.9	1	0.8
COc1ccc(Cl)cc1NC(=O)c1ocnc1C	-2	1	17	1	-5	-7	2	1	1	0.8
O=C(Nc1ccccc1N1CCCC1)c1cccnc1Cl	-1	1	4	1	1	-12	14	1.1	1	1
CCN(CC)S(=O)(=O)c1cccc(NC(=O)c2cc(-c3cccs3)nn2-c2ccccc2)c1	-2	1.1	16	0.9	1	-23	4	0.9	1	0.8
CC(C)N(CCNCC(O)COc1ccc(C(C)(C)c2ccccc2)cc1)C(C)C (stereo not drawn)	-2	1	-8	1	-2	-12	2	1	1	1.1
Cc1ccc(Cn2cccc2C2=NC(C)CO2)cc1 (stereo not drawn)	-1	1	8	1	-5	-9	-5	0.9	1	0.9
CCOc1ccccc1N(CC)C(=O)Cn1ncc2c(=O)oc3ccccc3c21	2	1	32	1.1	-3	-7	5	0.9	1	0.7
Cc1ccc2c(C)nc(NC3=NCN(CCc4ccccc4)CN3)nc2c1	-10	1.1	4	0.9	·	-4	12	0.9	1.1	1
COc1ccc(Cl)cc1C(=O)Nn1c(-c2cccs2)nc2ccccc2c1=O	1	0.9	12	1	0	15	4	1.1	1	0.9
Cc1cccc(Oc2c(C=O)c3ccccc3n2C)c1	-7	1.1	12	1	5	-10	2	0.9	1.1	0.9
COc1ccccc1NC(=O)CCc1nc(-c2ccccc2F)no1	-4	1	20	0.9	-4	-2	4	0.9	1	0.8
Nc1n[nH]c(-c2ccccc2[N+](=O)[O-])n1	2	1	8	1	0	86*	-3	1.1	1	0.9
CCOc1ccccc1NC(=S)NC(=O)CCCOc1ccc(Cl)cc1Cl	-7	1.1	18	0.9	1	-14	10	0.8	1.1	0.8
CS(=O)(=O)N(CC(=O)Nc1ccc(S(=O)(=O)N2CCOCC2)cc1)c1ccccc1Cl	-2	1	4	1	-4	-6	7	1	1	1
CSc1nc2c(c(=O)[nH]1)C(c1cccc(Cl)c1)CC(=O)N2 (stereo not drawn)	-2	1	0	0.9	0	2	6	1	1	1
CCc1nnc(NC(=O)CSc2nc3cc(OC)c(OC)cc3cc2C)s1	-6	1	-19	1.1	-1	-5	10	0.9	1.1	1.2
Cc1cc(C)n(C2CCCCC2OC(=O)c2ccccc2F)n1 (stereo not drawn)	-2	1.1	4	1.1	-1	-10	0	1	1	1
Cc1ccc(NC(=O)c2ccccc2-c2cc(C)no2)cc1	2	0.9	-12	1.1	-3	16	8	1.1	1	1.1
Cc1nc2ccc(S(=O)(=O)NC(C(=O)N3CCn4c3nc3ccccc34)C(C)C)cc2s1 (stereo not drawn)	-6	1.1	11	1.1	-2	19	3	1.1	1.1	0.9
CCN1C(=O)C(O)(CC(=O)c2ccccn2)c2ccccc21 (stereo not drawn)	-3	1.1	15	1	-2	-8	11	1	1	0.9
COc1ccc(-c2csc(Nc3ccc(S(=O)(=O)Nc4cc(C)on4)cc3)n2)cc1C	-1	1.1	31	0.7	-7	-1	22	0.8	1	0.7
Cc1cc(CN(C)C(=O)c2cc(COc3ccc(F)cc3Cl)on2)n[nH]1	-3	1	6	1.1	-2	-6	6	1	1	0.9
c1ccc2c(c1)nc1sccn12	-3	1.1	9	1	-3	-9	13	1	1	0.9
CNC(=O)/C(=C/c1ccc2c(c1)OCO2)NC(=O)c1ccc(Br)cc1	-2	1.1	48	0.9	0	-21	3	0.9	1	0.5
NCCCCCc1nnc(SCC(=O)c2ccc(Cl)cc2)o1	-2	1	9	0.9	-5	-4	7	1	1	0.9
Cc1ccc(NCN2C(=O)C3CC=C(Cl)CC3C2=O)cc1 (stereo not drawn)	2	1	9	1	-3	-4	0	1	1	0.9
COc1ccc(-c2nnc3c4ccccc4c(C)nn23)cc1S(=O)(=O)N1CCN(CCO)CC1	-2	1.1	-20	1.2	-2	-4	2	1.2	1	1.2
O=C(Cn1cnc2ccccc21)N/N=C/c1ccccc1	-2	1	5	1	2	-5	4	1	1	0.9
COc1ccc2[nH]c(C)c(CCN3C(=O)C4CC=CCC4C3=O)c2c1 (stereo not drawn)	-10	1.1	17	0.9	4	-18	-4	1	1.1	0.8
COc1cc(SC)ccc1C(=O)Nc1nccs1	1	0.1	4	1	-1	-6	3	1	1	1
COc1ccc(C(=O)NCC(=O)OCC(=O)N2CCc3ccccc32)cc1	-5	0.9	12	1.1	-1	-19	5	1.1	1	0.9
COc1ccc2c(C)cc(N3CCCCCC3)nc2c1	2	1	-5	1	-1	0	5	1.1	1	1.1
COCCNC(=S)NC12CC3CC(CC(C3)C1)C2	-5	1.1	18	1	-1	-8	4	0.9	1	0.8
CCOc1ccc2nc(Cl)c(/C=C/C(=O)c3ccco3)cc2c1	2	1	18	1	1	0	8	0.9	1	0.8
Cc1cccc(-c2c(O)cc(=O)[nH]c2Cl)c1	-1	1	11	1	-4	-13	0	1	1	0.9
COCCNC(=O)c1cc(Br)ccc1Cl	-3	1.1	8	1	0	-11	0	1	1	0.9
O=C(c1ccc2c(c1)OCO2)N(Cc1cccs1)C1(C(=O)NC2CCCCC2)CCCCC1	4	1	12	0.9	4	-16	0	0.9	1	0.9

In the list so far, these contain a thiophene ring, fused or not:
SMILES	TNAP inh hi DEA	FLuc act counter	Diaph inh CS	PMI act hi M6P	Efa HMGR inh	TNAP inh no acc	G6PDH CS	PMI act	TNAP act hiacc	Diaph act CS
CCN(CC)S(=O)(=O)c1cccc(NC(=O)c2cc(-c3cccs3)nn2-c2ccccc2)c1	-2	1.1	16	0.9	1	-23	4	0.9	1	0.8
COc1ccc(Cl)cc1C(=O)Nn1c(-c2cccs2)nc2ccccc2c1=O	1	0.9	12	1	0	15	4	1.1	1	0.9
O=C(c1ccc2c(c1)OCO2)N(Cc1cccs1)C1(C(=O)NC2CCCCC2)CCCCC1	4	1	12	0.9	4	-16	0	0.9	1	0.9

Three entries drawn at random from those above, as already listed:
SMILES	TNAP inh hi DEA	FLuc act counter	Diaph inh CS	PMI act hi M6P	Efa HMGR inh	TNAP inh no acc	G6PDH CS	PMI act	TNAP act hiacc	Diaph act CS
COc1cc(SC)ccc1C(=O)Nc1nccs1	1	0.1	4	1	-1	-6	3	1	1	1
COCCNC(=S)NC12CC3CC(CC(C3)C1)C2	-5	1.1	18	1	-1	-8	4	0.9	1	0.8
O=C(Cn1cnc2ccccc21)N/N=C/c1ccccc1	-2	1	5	1	2	-5	4	1	1	0.9

Next section
SMILES	TNAP inh hi DEA	FLuc act counter	Diaph inh CS	PMI act hi M6P	Efa HMGR inh	TNAP inh no acc	G6PDH CS	PMI act	TNAP act hiacc	Diaph act CS
COc1ccccc1-c1nc(-c2ccc(C)nc2OC)no1	0	0.7	9	0.8	-2	-2	-7	0.8	1	0.9
C/C(=N\O)C(=O)NCCCn1ccnc1	1	1.1	8	1	4	-12	-6	0.9	1	0.9
CC(=O)NC(Cc1ccccc1C)C(=O)NC1CCN(c2ncccc2[N+](=O)[O-])CC1 (stereo not drawn)	5	1	4	1	-7	-8	6	0.9	0.9	1
Cc1c(C(=O)NCc2ccccn2)sc2nc(-c3ccc(F)cc3)cn12	-9	1	15	0.9	-4	-18	-29	0.9	1.1	0.8
C=CCNC(=S)N/N=C/c1ccc(-c2cc(Cl)ccc2Cl)o1	1	1	1	1	6	10	4	1	1	1
O=C(O)c1ccccc1C(=O)c1ccc(Br)s1	1	1	2	1.2	0	-9	3	1.4	1	1
CCOC(=O)c1c(NC(=O)C2CCN(S(=O)(=O)c3cccs3)CC2)sc(C)c1C	-3	1.1	24	0.9	0	-12	-5	0.8	1	0.8
O=C(Cn1[nH]c(=O)c2ccccc2c1=O)OCC(=O)N(Cc1ccccc1)Cc1ccccc1	-3	1	25	0.9	-2	-19	0	0.9	1	0.8
Cn1c(=O)n(CC(=O)O)c(=O)c2c1nc1n2CCS1	-7	1.1	-4	1.2	0	-4	2	1.1	1.1	1
Cc1ccc(NS(=O)(=O)c2ccc(C(=O)OCC(=O)Nc3cc(C)on3)cc2)cc1	-6	1.1	-3	1.2	-1	-5	10	1.1	1.1	1
COc1ccc(N=C2SCC(=O)N2c2ccc(OC)cc2)cc1	2	1.1	5	1	-1	-12	-6	1	1	1
COc1ccc(NC(=O)/C(=C\c2ccncc2)NC(=O)c2ccccc2)cc1	-3	1	2	1	-3	-11	5	1.1	1	1
O=C(CSc1nnc(Cn2c(=O)sc3ccccc32)n1-c1ccccc1)N1CCOCC1	-5	1	23	0.9	-3	-8	12	1	1.1	0.8
COc1ccc(/C=C(/NC(=O)c2cccs2)C(=O)NCc2ccco2)cc1OC	-3	1	3	1	-6	-3	-4	1	1	1
S=C(Nc1ccc2nc(-c3ccccn3)c(-c3ccccn3)nc2c1)N1CCCCCC1	0	1	28	1.5	-6	-13	40	1.5	1	0.7
[N-]=[N+]=CC(=O)CCCN1C(=O)c2ccccc2C1=O	-5	1	-1	1.1	1	-9	2	1.1	1	1
CCC(=O)NC(Nc1cccc(C)n1)(C(F)(F)F)C(F)(F)F	-2	1.1	6	1	-8	-11	-7	0.9	1	0.9
O=S(=O)(c1ccc(OCC(O)CNC23CC4CC(CC(C4)C2)C3)c(Cl)c1)N1CCOCC1 (stereo not drawn)	-3	1.1	2	1	-2	-5	3	1	1	1
Cc1c(-c2ccccc2)oc2c(C(=O)OCC(=O)Nc3cccc(F)c3)cccc2c1=O	1	1	9	0.9	1	-9	3	0.9	1	0.9
COc1cccc(N2CC(C(=O)Nc3ccc(C(=O)OC(C)C)cc3)CC2=O)c1 (stereo not drawn)	-4	1	5	0.9	1	-6	1	0.9	1	1
CCOc1ccc(C(=O)Nc2nnc(NC(=S)Nc3ccccc3)s2)cc1	2	0.8	26	0.8	-2	-24	5	1	1	0.7
Cc1nc2scc(-c3ccccc3)c2c(=O)n1N=C1C=CC(=O)C=C1	8	0.8	·	·	0	10	15	·	0.9	·

Bioassay records as filed in PubChem.

Not a hit list. Share with any hit: about 1.7%.
